IMP-1 inh – IMP-1 metallo-beta-lactamase inhibitors, primary screen, biochemical, epi-absorbance readout, Pseudomonas aeruginosa enzyme; 0.45% of 290,000 active; inhibition, % at 5.6 µM; AID 1556, 2009; purified IMP-1, nitrocefin hydrolysis, epi-absorbance fluorescence; metallo-beta-lactamase IMP-1 (Pseudomonas aeruginosa);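 active = inhibition above the mean plus 3 SD of all compounds in the same screening run, cut at about 4.5% in these data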;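 note: 0% = IMP-1 with DMSO and 100% = DMSO wells lacking enzyme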
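System: Purified IMP-1 | Read-out basis: Percent enzyme inhibition | Controls: IMP-1 with DMSO as 0%, enzyme-free DMSO as 100% | Replicates: One well per compound | Doses: 5.6 µM nominal single concentration | Detection: Epi-absorbance fluorescence, 480 nm excitation, 530 nm emission | Incubation: 25 °C, 15 min preincubation, 25 min reaction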
VIM-2 inhibitor – VIM-2 metallo-beta-lactamase inhibitors, primary screen, biochemical, epi-absorbance readout, Pseudomonas aeruginosa enzyme | 0.89% of 290,000 active | purified VIM-2, nitrocefin hydrolysis, epi-absorbance fluorescence | inhibition, % at 5.6 µM;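 active = inhibition above the mean of all tested compounds plus 3 SD, cutoff set per screening run, cut at about 7.5% in these data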;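 note: red hydrolysis product quenches plate fluorescence so inhibitors raise well fluorescence; 0% = enzyme with DMSO and 100% = DMSO without enzyme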
FID counter – compounds displacing fluorescent DNA intercalator, primary screen, artefact control for HCV NS3 helicase inhibitor project, biochemical, FID fluorescence | DNA fluorescent intercalator displacement | 0.17% of 290,000 active | inhibition, % at 7.9 µM | AID 1845, 2009; in the data active = inhibition above about 37%;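 note: 0% = vehicle and 100% = reference compound; higher means more ethidium bromide displaced from hairpin DNA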
PHOSPHO1 inh – PubChem AID 1565 | inhibition, % at 13.3 µM | 1.1% of 290,000 active | recombinant PHOSPHO1, absorbance phosphatase assay | Phosphoethanolamine/phosphocholine phosphatase (Homo sapiens), Q8TCT1; in the data active = inhibition above about 60%
Target sequence (Q8TCT1 whole entry, looked up): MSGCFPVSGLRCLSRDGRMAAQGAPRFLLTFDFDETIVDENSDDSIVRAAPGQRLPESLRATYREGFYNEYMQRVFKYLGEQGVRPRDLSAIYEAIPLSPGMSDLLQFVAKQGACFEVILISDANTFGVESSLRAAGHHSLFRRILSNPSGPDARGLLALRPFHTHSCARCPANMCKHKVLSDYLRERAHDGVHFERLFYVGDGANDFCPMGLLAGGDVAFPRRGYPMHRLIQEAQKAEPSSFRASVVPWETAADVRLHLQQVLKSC
V1aR counter – agonists of human V1a receptor, primary screen, counter-screen for OXTR agonist project, fluorescence, CHO-V1R cells | Vasopressin V1a receptor (Homo sapiens), P37288 | 0.25% of 320,000 active | activation, % at 3 µM | Fluo-8 calcium fluorescence, agonist mode; 0% DMSO, 100% 3 nM vasopressin;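 active = activation above the mean activation of all tested compounds plus 3 SD, per screening run, cut at about 20% in these data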;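 note: signal is peak over basal fluorescence ratio across a 100 second FLIPR read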
Target sequence (P37288 whole entry, looked up): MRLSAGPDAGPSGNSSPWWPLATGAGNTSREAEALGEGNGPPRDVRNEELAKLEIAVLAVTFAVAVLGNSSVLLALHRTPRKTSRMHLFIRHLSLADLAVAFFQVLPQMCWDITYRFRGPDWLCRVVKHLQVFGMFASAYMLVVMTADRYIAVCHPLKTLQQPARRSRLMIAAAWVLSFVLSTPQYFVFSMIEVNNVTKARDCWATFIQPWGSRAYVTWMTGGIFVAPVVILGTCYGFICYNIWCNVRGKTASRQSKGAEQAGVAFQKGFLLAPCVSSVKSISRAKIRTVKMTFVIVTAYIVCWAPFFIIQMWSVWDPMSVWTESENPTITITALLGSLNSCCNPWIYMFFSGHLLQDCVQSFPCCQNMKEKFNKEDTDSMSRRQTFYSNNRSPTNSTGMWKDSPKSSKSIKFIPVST
GPR7 antagonist – GPR7 receptor antagonists, primary screen, cell-based, fluorescence, single concentration | Neuropeptides B/W receptor type 1 (Homo sapiens), P48145 | GPR7-expressing cells, fluorescence antagonist assay | inhibition, % at 4.4 µM | 1.1% of 290,000 active | AID 1861, 2009; in the data active = inhibition above about 16%, passing the limit was not always enough;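 note: cells stimulated with the agonist NPW; 0% = agonist with vehicle and 100% = vehicle without agonist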
OXTR ag – human OXTR agonists, primary screen, fluorescence, CHO-OTR cells, Fluo-8 calcium. Oxytocin receptor (Homo sapiens), P30559. Fluo-8 calcium fluorescence; normalized: DMSO 0%, oxytocin 100%. activation, % at 3 µM. 0.32% of 320,000 active;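 active = activation above the mean of all tested compounds plus 3 SD, cutoff set per screening run, cut at about 20% in these data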;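 note: peak over basal fluorescence ratio from a 100 s FLIPR kinetic read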
Target sequence (P30559 whole entry, looked up): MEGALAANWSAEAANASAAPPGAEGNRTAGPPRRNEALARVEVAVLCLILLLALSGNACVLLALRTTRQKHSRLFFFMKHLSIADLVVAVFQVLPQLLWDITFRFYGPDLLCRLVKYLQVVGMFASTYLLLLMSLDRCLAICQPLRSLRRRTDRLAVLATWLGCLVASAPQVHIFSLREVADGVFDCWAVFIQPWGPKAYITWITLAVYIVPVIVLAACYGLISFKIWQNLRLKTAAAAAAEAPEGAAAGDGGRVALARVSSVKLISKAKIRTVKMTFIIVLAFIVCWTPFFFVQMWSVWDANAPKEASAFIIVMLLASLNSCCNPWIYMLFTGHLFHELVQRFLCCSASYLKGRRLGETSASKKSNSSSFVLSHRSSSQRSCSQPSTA
GalR3 antagonist – GalR3 antagonists in HEK293 cells, primary screen, cell-based, fluorescence readout; HEK293 GalR3-CNG cAMP membrane potential fluorescence; galR3 body fused to GalR1 C-terminus; Galanin receptor type 3 (Homo sapiens), O60755; AID 651719, 2012; 0.44% of 360,000 active; inhibition, % at 3 µM;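 active = inhibition above the screen-wide average plus 3 SD, cut at about 13% in these data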;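 note: forskolin and galanin both at EC90 stimulate the cells; cAMP rise reported by CNG channel membrane potential dye signal; 0% = forskolin plus galanin with DMSO and 100% = forskolin alone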
NS3 helicase inh – inhibitors of HCV NS3 helicase, primary screen, biochemical, Cy5 molecular beacon fluorescence | 0.56% of 290,000 active | inhibition, % at 10.9 µM | AID 1800, 2009 | Hepatitis C virus NS3 helicase | NS3 helicase DNA unwinding;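 active = inhibition above the mean of all tested compounds plus 3 SD, set per campaign, cut at about 35% in these data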;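 note: 0% = DMSO wells and 100% = thioflavine S control wells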
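System: Hepatitis C virus NS3 helicase domain fragment enzyme | Reagent: Annealed dual-labelled DNA beacon duplex, ATP-started | Compound dosing: 10.9 µM single point, 0.8% DMSO | Incubation: 1 h reaction at 25 °C, ATP-initiated | Technique: Cy5 fluorescence | Evaluation: Percent inhibition from t60/t0 fluorescence ratio | Benchmarks: Low DMSO, high thioflavine S at 110 µM | Replication: Singlicate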
* hit, by the source's call; / = not tested or not shown.

SMILES	IMP-1 inh	VIM-2 inhibitor	FID counter	PHOSPHO1 inh	V1aR counter	GPR7 antagonist	OXTR ag	GalR3 antagonist	NS3 helicase inh
COc1ccc(-c2csc(Nc3cccc(C)n3)n2)cc1C	-1.2	-5.6	-12	/	/	-13	/	-9	-21
CC(Nc1nc(-c2ccccc2F)nc2ccccc12)c1ccccc1 (stereo unspecified)	-1.9	-2.6	-7	/	-0.5	-27	-1.1	-10	-20
COc1cccc(C2CC(c3ccc(Cl)cc3Cl)Nc3nc(N)nn32)c1 (stereo unspecified)	-9.4	-4.0	-30	-7	1.7	3	3.8	4	-1
CCOC(=O)c1c(C)oc2c(CC(=O)c3ccccc3)c(Cl)c(O)c(O)c12	-2.5	-1.7	-22	-18	-1.0	-4	-1.3	-1	6
Cc1n[nH]c(=S)n1/N=C/c1ccc(OCc2ccc(Cl)cc2Cl)cc1	-3.1	1.2	1	12	-1.1	-3	-2.2	-13	2
Cc1ccc(F)cc1NC(=O)c1ccc2c(c1)OCO2	-8.5	-2.5	-1	10	-0.2	-16	-1.2	-7	4
CNC(=S)NCCC(c1ccccc1)c1ccccc1	-2.8	-2.0	-5	-8	0.7	-11	-1.9	0	0
CN1CCCC(OC(=O)c2ccccc2F)C1 (stereo unspecified)	-3.6	-1.2	-4	29	0.9	-18	0.3	-7	1
CCOc1ccc(CCNC(=O)CCC(=O)N2CCSc3ccccc32)cc1OCC	-2.4	-1.7	-54	-4	1.4	-6	0.7	1	-8
CNC(=S)Nc1ccc(C)cc1	-1.3	-5.2	2	-11	0.4	-1	0.2	0	-6
COC(=O)C1=C(C)N(C)C(C)=C(C(=O)OC)C1c1cccc(Br)c1	-2.5	-2.2	-19	4	-0.9	-19	-2.9	2	-1
CCOC(=O)[C@@H]1[C@H]2COc3ccccc3[C@@H]2N2C(=O)N(c3ccccc3)C(=O)[C@]12C	0.7	2.6	-28	4	-1.5	-6	-1.6	-4	19
O=C(CC1Sc2ccccc2NC1=O)OCC(=O)N1CCc2ccccc21 (stereo unspecified)	-0.1	1.0	-8	62*	1.5	9	-1.1	2	4
COCCCNc1nc(-c2ccc(Cl)cc2)nc2ccccc12	-2.5	-0.3	6	34	0.2	8	0.3	-9	-15
COC(=O)c1cc2ccccc2c(-c2c(OC)c(C(=O)OC)cc3ccccc23)c1OC	-0.5	0.2	-37	24	0.5	-3	-1.7	-6	-20
COC(=O)c1c(C)nc(C)c(C(=O)OC)c1-c1ccc(OC)c(OC)c1	-2.0	1.1	-9	32	2.5	-8	-0.2	-3	6
Nc1c(N2CCCCC2)c2ccccc2oc1=O	-0.7	-1.4	-11	4	-1.0	-9	-2.5	-5	-4
CC1CC(C)CN(C(=S)NC2CCCCC2)C1 (stereo unspecified)	-3.8	-1.6	-4	-9	-1.7	0	-3.2	-3	-4
CCCC(=O)Nc1nnc(SCC(=O)NCc2cccs2)s1	-4.7	20*	-9	8	-0.6	-14	-0.6	1	15
Cc1ccc(CNC(=O)CCc2c(C)nn(-c3ccc(N4CCOCC4)nn3)c2C)cc1	1.5	0.7	-35	10	0.5	3	-0.6	-6	25
COc1ccc(CN2C(=O)CCC2(C)C(=O)NC2CCCCCC2)cc1 (stereo unspecified)	-0.9	-0.5	-16	18	-0.7	-3	-0.7	-4	3
CCC(c1nnnn1Cc1cccs1)N1CCN(C2CCCC2)CC1 (stereo unspecified)	-4.6	-0.8	8	-30	2.0	20*	1.4	-5	-2
Cc1sc(NC(=O)c2ccc(=O)n(C)n2)nc1-c1ccccc1	-0.7	-2.0	-14	49	1.9	6	0.5	-7	-4
Clc1ccc2c(Cl)c(-c3nnc(-c4ccccc4)o3)sc2c1	-0.7	0.1	-1	/	/	-9	/	/	-2
COc1ccc(/C=C2\SC(=S)N(CC(=O)NCCO)C2=O)cc1	-0.8	-1.6	-6	32	1.1	-4	1.3	-5	-3
CCCc1nnc(NC(=O)CCC(=O)NCCc2ccc(Cl)cc2)s1	-1.4	0.0	-11	22	1.2	-13	0.5	-6	3
CCCCNC(=S)NC(=O)c1ccc([N+](=O)[O-])cc1	-1.2	-1.3	0	24	-1.1	22	-2.6	-4	-4
COc1ccc(NC(=O)c2cccc(N3C(=O)c4ccc(C(=O)Nc5ccc(OC)c(O)c5)cc4C3=O)c2)cc1O	-4.5	-0.9	-30	30	0.2	-18	-0.7	-2	-11
Cn1c(=O)c2c(ncn2CCC(=O)N/N=C/c2cccnc2)n(C)c1=O	-2.6	-3.2	-11	15	-0.4	-11	-0.1	0	-4
Cc1[nH]c2ccccc2c1C(=O)C(=O)NCc1ccncc1	-3.6	-1.7	-3	/	0.0	-11	-0.5	-11	12
COc1ccc(NC(=O)c2cc(S(=O)(=O)N3CCCCC3)ccc2N2CCCCC2)cn1	-1.9	-2.1	-12	7	0.9	-1	-2.0	-3	-7
CCCCCCCC[n+]1cccc2c3ccccc3ccc21	-1.2	0.9	13	-5	-1.3	67*	-0.7	65*	-33
Cc1cc2c(nn1)CCC/C2=N\O	-3.6	-2.4	6	3	0.6	-9	-0.4	-3	-10
CN(CCCOc1ccccc1Br)Cc1ccccc1	-0.2	-0.8	5	44	0.5	-2	1.5	-4	-12
COc1ccccc1COCC(O)CNCC1(N2CCCCC2)CCCCC1 (stereo unspecified)	-4.8	-1.3	22	-22	0.7	-2	1.6	-6	-1
CCOC(=O)C(/C=C(\C#N)C(=O)OCC)=C(/N)N1CCN(c2ccccc2)CC1	-4.5	-0.9	-24	16	0.4	5	0.2	-2	1
S=C(NCCCN1CCOCC1)NCCCN1CCOCC1	-5.3	-2.4	10	46	0.9	-3	0.4	-1	-8
CCOc1ccc(NC(=O)Nc2ccc(Cc3ccncc3)cc2)cc1	-2.9	-1.5	-12	37	4.4	-7	4.3	-4	-15
CCOC(=O)c1cc2c(ccn2C)n1CC(=O)N1C(C)CCCC1C (stereo unspecified)	-0.1	0.3	-20	48	-0.9	2	-1.9	3	8
CCC1CCc2c(sc(NC(C)=O)c2C#N)C1 (stereo unspecified)	-3.0	-2.9	-19	2	0.4	-5	0.3	-8	-12
COc1ccccc1S(=O)(=O)Cc1ccc(C(=O)NCc2ccc(C)cc2)o1	0.1	-1.3	-31	19	1.4	-1	1.4	-7	-2
O=[N+]([O-])c1ccc(OCCO)nc1	-3.9	-1.8	-4	4	0.8	-10	1.1	-7	5
Cc1ccccc1NC(=O)/C(=C\c1cccs1)NC(=O)c1ccco1	-4.0	-5.2	-6	-10	1.2	0	-0.2	-2	10
CCCCC(=O)Nc1ccc2c(c1)C(=O)NC2=O	-6.1	-3.6	-6	-5	0.4	-9	-0.2	/	-5
COc1ccc(C)cc1N(CC(=O)Nc1cccnc1)S(=O)(=O)c1ccccc1	-0.3	0.9	-28	33	-1.1	19	-0.9	-10	13
O=C(c1cnc2n(c1=O)CCS2)N1CCN(c2ccc([N+](=O)[O-])cc2)CC1	-4.4	-5.0	1	-6	-0.2	-1	0.1	/	6
COC(=O)c1ccccc1NC(=O)CN1CCC(n2nnc3cc(F)ccc32)CC1	-1.9	-4.5	-5	-14	-0.8	-13	-1.6	-4	8
CC(=O)OCC1=C(C(=O)O)N2C(=O)C(NC(=O)CCn3nc(C(F)(F)F)c(Br)c3C3CC3)C2SC1 (stereo unspecified)	-1.3	0.0	-37	-26	-0.1	0	-0.8	-5	26
O=C(Nc1ccc2[nH]c(=O)[nH]c2c1)c1cc(F)c(F)cc1Cl	-2.8	-2.0	0	20	0.4	-13	1.0	-4	-1
Cc1nnc(NC(=O)CSc2nc(C(C)C)nc3ccccc23)s1	-1.9	-0.2	2	26	0.6	10	-0.7	-8	-3
Cc1n[nH]c(=O)nc1NCc1ccco1	-2.8	-3.0	0	34	0.5	-11	0.9	-7	3
COc1ccc(-c2cc(=O)n(-c3nc4ccccc4[nH]3)[nH]2)cc1	-2.7	-1.7	0	34	0.3	-11	0.7	-5	-3
O=c1c2[nH]c3ccc(F)cc3c2ncn1CCN1CCOCC1	0.8	-1.0	2	-11	0.4	-8	-0.6	6	4
O=C1CCCC/C1=C/Nc1ccc(C(=O)O)cc1	-4.4	-2.1	-4	8	0.0	0	-0.1	-7	0
COc1ccc(OC)c(/C=C2\Oc3cc(OCC(=O)N4CCC(C(=O)O)CC4)ccc3C2=O)c1	-3.1	0.8	-17	8	5.7	2	8.7	-5	5
CC(NC(=O)c1ccc2c(c1)OCO2)C(c1cccs1)N1CCOCC1 (stereo unspecified)	-1.9	-3.6	-4	21	0.0	1	-1.3	4	-2
CCCOc1ccc(CNC(=O)c2ccc3c(c2)N(CC)CCS3)cc1	-0.7	-2.6	-26	18	-0.1	-5	-1.8	/	-17
O=c1[nH]c(=S)[nH]c2c1CN(Cc1ccc(F)cc1)CC2	-0.2	0.4	-7	-10	2.6	30*	0.2	4	18
Cc1c(OCC(=O)N2CCC(C(=O)O)CC2)ccc2c1oc(=O)c1ccccc12	-3.8	7.1	-30	-8	0.8	-9	0.1	-7	0
CC(=O)Nc1cccc(-c2csc(N)n2)c1	-1.9	-2.6	-2	37	0.3	-2	0.0	-8	-5

Following part
SMILES	IMP-1 inh	VIM-2 inhibitor	FID counter	PHOSPHO1 inh	V1aR counter	GPR7 antagonist	OXTR ag	GalR3 antagonist	NS3 helicase inh
O=C1CC(c2ccccc2)CC(O)=C1C=NCc1ccco1 (stereo unspecified)	-0.1	-3.0	-12	-20	-0.6	1	-0.6	-10	2
O=C(COC(=O)CN1C(=O)c2ccccc2C1=O)Nc1ccc(S(=O)(=O)N2CCCC2)cc1	-1.0	1.4	-9	4	3.2	-6	2.4	-6	-3
COc1ccc(NC(=O)Cc2ccsc2)c(OC)c1	-4.0	-2.9	-6	31	-0.5	-7	0.5	-10	4
CS(=O)(=O)c1ccc(C(=O)N2CCc3ccccc3C2)cc1	-4.3	-5.9	-1	10	0.6	-6	1.7	0	-5

Record cards, from the list above. Order of values: IMP-1 inh, VIM-2 inhibitor, FID counter, PHOSPHO1 inh, V1aR counter, GPR7 antagonist, OXTR ag, GalR3 antagonist, NS3 helicase inh
`CS(=O)(=O)c1ccc(C(=O)N2CCc3ccccc3C2)cc1` is listed with -4.3, -5.9, -1, 10, 0.6, -6, 1.7, 0, -5
`O=C(COC(=O)CN1C(=O)c2ccccc2C1=O)Nc1ccc(S(=O)(=O)N2CCCC2)cc1` is listed with -1.0, 1.4, -9, 4, 3.2, -6, 2.4, -6, -3
